Assay outcomes deposited in PubChem BioAssay by Southern Research Specialized Biocontainment Screening Center.
influenza NS1A: H1N1 influenza NS1A inhibitors, functional cell based assay (AID 504329); NS1A functional cell-based assay, percent inhibition; higher % means a stronger effect; one-dose inhibition, % at 12.5 µM; IC50 in µM for titrated hits; 0.3% of 340,000 active; in the data active = a potency from the dose series; inconclusive = inhibition above about 27% without an active follow-up result; note: strong numbers were not always called active
M. tuberculosis HTS: M. tuberculosis growth inhibition, HTS (AID 449762) | 0.59% of 330,000 active | M. tuberculosis H37Rv growth inhibition, 7H9 media; higher % means a stronger effect | inhibition, % at 25 µM, or IC50 in µM where a hit was titrated; in the data active = a potency from the dose series; inconclusive = inhibition above about 70% without an active follow-up result;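 note: bacterial growth assessed after seven days of incubation; strong numbers were not always called active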
M. tuberculosis: growth inhibition of non-replicating M. tuberculosis (AID 488890). Mycobacterium tuberculosis non-replicating, growth inhibition; higher % means a stronger effect. one-dose inhibition, % at 25 µM; IC50 in µM for titrated hits. 0.39% of 320,000 active; in the data active = a potency from the dose series; inconclusive = inhibition mostly from about 82% at the one dose, without a potency; inactive = the rest, 99 in 100 with inhibition below about 76%;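 note: plate controls were DMSO cells for no effect and high antibiotic wells for full effect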
VEEV TC-83 Vero: inhibitors of VEEV TC-83 cytopathic effect, confirmation, Vero cells (AID 588727) | Vero cells, VEEV TC-83 cytopathic effect inhibition; higher % means a stronger effect | inhibition, % at 20 µM, or IC50 in µM where a hit was titrated | 0.13% of 350,000 active; in the data active = a potency from the dose series; inconclusive = inhibition mostly from about 14% at the one dose, without a potency; inactive = the rest, 99 in 100 with inhibition below about 12%; note: strong numbers were not always called active
Salmonella PhoP GFP: PhoP regulon inhibitors, Salmonella typhi PhoP promoter GFP reporter, confirmatory (AID 1850). Salmonella Typhi PhoP-promoter GFP reporter, fluorescence, 4 h; higher % means a stronger effect. one-dose inhibition, % at 50 µM; IC50 in µM for titrated hits. 0.33% of 310,000 active; in the data active = a potency from the dose series; inconclusive = inhibition mostly from about 25% at the one dose, without a potency; inactive = the rest, 99 in 100 with inhibition below about 19%;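 note: 0% = induced wells with vehicle and 100% = uninduced wells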
Starred values were filed as active, the others as inactive; i = inactive; ? = inconclusive; / = not tested or not shown. Random draw from the library; about 1.5% have a hit in one of these screens.

SMILES | influenza NS1A | M. tuberculosis HTS | M. tuberculosis | VEEV TC-83 Vero | Salmonella PhoP GFP
O=C1NC(=O)C(Cc2ccccc2)(c2ccccc2)N1 (stereo unspecified) | -17% | / | / | 1.3% | /
CC(NC(=S)NC(=O)c1ccccc1Br)c1ccccc1 (stereo unspecified) | 4% | 2% | 34% | 1.3% | -11%
COc1ccc(NC(=O)c2cc(-c3ccccc3)oc2C)cc1 | -2% | 0% | 10% | 0.7% | 10%
CN(CC(=O)Nc1cccc(F)c1)C(=O)c1ccc2c(c1)OCCO2 | -2% | -3% | -5% | 2.2% | 5%
COc1ccccc1Nc1nc2nonc2[nH]c1=O | 1% | -1% | 21% | 0.7% | -5%
CC(C)(C)C(=O)c1cn(Cc2ccccc2)c2ccccc12 | -12% | 9% | 31% | 4.1% | -9%
COc1ccc(C(=O)N/N=C(\N)c2cc3ccccc3oc2=O)cc1 | 7% | 4% | -3% | 0.3% | -21%
N/C(=N\OC(=O)COc1ccc(Cl)cc1Br)c1cccnc1 | 1% | 4% | 71% | 2.6% | -7%
Cn1c(CC(=O)Nc2ccccc2F)nnc1SCC(=O)Nc1nccs1 | 3% | 1% | -3% | 2.7% | 4%
C/C(=N\N1CCN(c2ccc(Cl)cc2)CC1)c1cccs1 | -2% | 2% | 1% | i | -7%
Cc1nc([N+](=O)[O-])cn1CC(=O)Nc1ccc2c(c1)OCO2 | 3% | -2% | 2% | 0.6% | 2%
COCCN1C2=C(COC(C)(C)C2)C(=S)NC1c1ccccc1 (stereo unspecified) | 0% | -10% | 6% | 2.4% | 8%
O=S(=O)(N[C@H]1C[C@@H](NS(=O)(=O)OCC(Cl)(Cl)Cl)C2CCCCC21)OCC(Cl)(Cl)Cl (stereo partly specified) | -15% | 3% | 19% | 1.5% | 1%
CN(CC(=O)Nc1ccc(F)cc1)CC(=O)Nc1ccc(Cl)c(S(=O)(=O)N2CCOCC2)c1 | -3% | 0% | 8% | 2.5% | 4%
O=c1oc2ccc(Br)cc2cc1-c1nc2ccccc2o1 | -1% | ? | ? | 1.8% | -18%
CCOC(=O)C1CCCN(C(=O)C(=O)Nc2ccc3nc4n(c(=O)c3c2)CCCCC4)C1 (stereo unspecified) | -50% | -5% | 10% | 0.4% | 3%
COc1cc(C2CC(=O)Oc3c(C(CCN4CCCC(C)C4)c4ccc(N(C)C)cc4)c(OC)cc(OC)c32)cc(OC)c1OC (stereo unspecified) | 29µM* | 2% | 3% | 1.4% | 0%
S=C(NCCc1cccc(Cl)c1)NC1CCCCC1 | -2% | -2% | ? | i | -2%
O=C(NCCc1ccccc1)C1CCCN1S(=O)(=O)c1ccccc1 (stereo unspecified) | / | -6% | -4% | i | 2%
COCCCNC(=O)CCc1c(C)nc2c(c(C)nn2-c2ccc(C)cc2)c1C | -3% | -4% | 3% | 0.2% | 10%
CCCCCn1c(=O)c(Cc2ccccc2)c(O)c2ccccc21 | 11% | -4% | 5% | 1.9% | -11%
O=C1c2cc([N+](=O)[O-])ccc2-c2ncccc21 | 13% | -8% | 17% | 4.0% | -9%
c1ccc2c(-c3nn4nnnc4c4ccccc34)cccc2c1 | 2% | 15% | 29% | 4.9% | -8%
CC(C)Oc1cccc(C(=O)Nc2ccc(NC(=O)c3ccco3)cc2)c1 | 2% | 5% | 23% | 7.8% | 14%
COc1ccccc1/C=C/C(=O)NC(=S)N1CCN(C)CC1 | -6% | -7% | -2% | 0.6% | -8%
COCc1cc(C)nc(OCC(=O)N/N=C/c2ccc(-c3cc([N+](=O)[O-])ccc3C)o2)c1C#N | 1% | -10% | 1% | 7.0% | -3%
Cc1ccc(C2CC(c3cccs3)=NN2C(=O)CSc2nc(=O)n3ccc(C)cc3n2)cc1 (stereo unspecified) | -2% | ? | 48% | 1.2% | 9%
O=C(Nc1ccc(Cl)c(Cl)c1)c1ccc(Cn2cc(Cl)cn2)cc1 | -2% | / | / | i | /
COCCCNC(=S)NC(=O)c1ccc([N+](=O)[O-])cc1 | -4% | 10% | 54% | 2.7% | 2%
CCOC(=O)c1[nH]cnc1C(=O)Nc1ccc(F)cc1 | -1% | 14% | 47% | 0.5% | -10%
O=C(CCSc1ccc(Br)cc1)Nc1cccnc1 | 11% | 10% | 78% | 0.5% | -6%
Cc1ccc(CNC(=O)COC(=O)c2ccc(S(=O)(=O)N3CCCC3)cc2)cc1 | 13% | 1% | -3% | 1.0% | 6%
C/C(=N/Nc1nc(-c2ccccc2)cc(-c2ccc(F)cc2)n1)c1cccc(N)c1 | -2% | 41% | 64% | 8.4% | -8%
O=C(C#Cc1ccccc1)c1cccc([N+](=O)[O-])c1 | 11% | ? | ? | ? | 0%
CCOC(=O)c1ccc(CC(=O)c2ccc(O)c(O)c2O)o1 | 18% | / | / | 0.1% | /
Cc1ccc(Cn2ccc(NC(=O)c3cc(-c4ccc(Br)cc4)on3)n2)cc1 | -3% | 5% | 22% | 1.5% | 2%

Taken from the results shown for reference:
SMILES | influenza NS1A | M. tuberculosis HTS | M. tuberculosis | VEEV TC-83 Vero | Salmonella PhoP GFP
COc1ccccc1/C=C/C(=O)NC(=S)N1CCN(C)CC1 | -6% | -7% | -2% | 0.6% | -8%
COCc1cc(C)nc(OCC(=O)N/N=C/c2ccc(-c3cc([N+](=O)[O-])ccc3C)o2)c1C#N | 1% | -10% | 1% | 7.0% | -3%
Cc1ccc(C2CC(c3cccs3)=NN2C(=O)CSc2nc(=O)n3ccc(C)cc3n2)cc1 (stereo unspecified) | -2% | ? | 48% | 1.2% | 9%
O=C(Nc1ccc(Cl)c(Cl)c1)c1ccc(Cn2cc(Cl)cn2)cc1 | -2% | / | / | i | /
COCCCNC(=S)NC(=O)c1ccc([N+](=O)[O-])cc1 | -4% | 10% | 54% | 2.7% | 2%
CCOC(=O)c1[nH]cnc1C(=O)Nc1ccc(F)cc1 | -1% | 14% | 47% | 0.5% | -10%

More structures
SMILES | influenza NS1A | M. tuberculosis HTS | M. tuberculosis | VEEV TC-83 Vero | Salmonella PhoP GFP
NC(=O)C1CCN(C(=O)c2ccc3c(=O)n(Cc4cccc(Br)c4)c(=S)[nH]c3c2)CC1 | 3% | 1% | 27% | 2.0% | 8%
CN(Cc1cnccn1)Cc1c(C(=O)N2CCc3ccccc3C2)nc2ccc(Cl)cn12 | -2% | 3% | 0% | 0.1% | 0%
CCN1CCN(S(=O)(=O)c2ccc(Cl)c(C(=O)NCCOc3ccc(C)cc3)c2)CC1 | 9% | / | / | 3.5% | /
CC(C)(C)c1ccc(OCCNC(=S)Nc2ccccc2)cc1 | 5% | 7% | ? | i | 37%
O=C(CNC(=O)c1ccc(Cl)cc1Cl)OCc1ccccc1 | -3% | 67% | 39% | 1.0% | 2%
CCC(NC(=O)c1ccccc1NC(=O)c1ccco1)C(=O)NNC(=O)c1ccncc1 (stereo unspecified) | / | -5% | 43% | 0.5% | 6%
CC(=O)NCC(O)c1ccc([N+](=O)[O-])cc1 (stereo unspecified) | -4% | 2% | -13% | 1.2% | 4%
Cc1csc(=O)n1CC(=O)Nc1ccc(Cl)c(Cl)c1 | -1% | -2% | 31% | 5.3% | /
Cc1ccc(Nc2c(-c3ccccn3)nc3cc(C)ccn23)cc1 | 53% | ? | ? | i | -5%
CCN1CCN(CC(=O)Nc2cc(F)ccc2C)CC1 | 4% | -1% | -3% | i | 2%
O=C(COc1ccc2ccccc2c1)NCCNC(=O)COc1ccc2ccccc2c1 | -11% | 4% | 1% | 2.0% | -4%
Cc1c(NS(=O)(=O)c2cc([N+](=O)[O-])ccc2Cl)c(=O)n(-c2ccccc2)n1C | 2% | 5% | -1% | 0.5% | 5%
CCCCNC(=O)NS(=O)(=O)c1ccc(C(=O)OC(C)C)o1 | 3% | 1% | 2% | 2.4% | -8%
CCOC(=O)/C(C#N)=C/c1cc(C)n(-c2ccccc2)c1C | 3% | -6% | 4% | 3.6% | -16%
CCCCN(CC)CCNC(=O)CCNC(=O)Cn1ccc2ccccc2c1=O | -13% | -13% | -9% | 0.2% | -6%
CCc1csc(CNC(=O)C2CCC(=O)N(Cc3cccc(F)c3)C2)n1 (stereo unspecified) | -9% | 4% | -11% | 3.5% | 2%
O=C(CCN1CCN(S(=O)(=O)c2ccc(F)cc2)CC1)Nc1ccccc1F | 4% | 9% | 15% | 0.6% | -17%
Cc1ccc(-c2[nH]ncc2C(=O)c2cccc(F)c2)c(O)c1 | 29% | 0% | -10% | 3.0% | -11%
CCCc1cc(=O)[nH]c(SCc2cc(C(=O)OC)c(C)o2)n1 | -6% | -9% | 14% | 3.2% | -6%
CCSC(SCC)[C@H](O)[C@@H](O)[C@H](O)[C@H](O)CO | 3% | 12% | -1% | 0.1% | 3%
CC[N+]1(C)CCC(O)(/C=C/c2ccccc2)C(C(=O)/C=C/c2ccccc2)C1 (stereo unspecified) | -20% | / | / | i | /
Cc1ccc(C(=O)Nc2ccc3[nH]c(=O)[nH]c3c2)c(C)c1 | -6% | -1% | 2% | i | 2%
COc1cccc(CNC(=O)c2ccc(CS(=O)c3ccccc3)o2)c1 (stereo unspecified) | -8% | 0% | -8% | 0.8% | -1%
CCN(CC1COc2ccccc2O1)C(=S)NC1CC2CCC1C2 (stereo unspecified) | -2% | 2% | 1% | 0.8% | -8%
Cc1ccc(CN2CCN(C3CCC3)CC2CCO)cc1 (stereo unspecified) | -1% | -3% | 0% | i | -5%
CCCn1c2c(c(O)c(C(=O)Nc3ccc(OCC)cc3)c1=O)CCCC2 | 5% | -5% | -5% | 2.1% | -7%
Cc1nn(C)cc1C(C(=O)NC1CCCCC1)N(C(=O)Cc1cccs1)c1ccc(C(C)C)cc1 (stereo unspecified) | -1% | -7% | 49% | 0.1% | 6%
CS(=O)(=O)N(CC(=O)NC1CCCC1)Cc1ccc(Cl)cc1 | 17% | -3% | -11% | 1.3% | 0%
O=C1NCCCC2c3c(cc(Br)c(O)c3Br)OC12N1CCOCC1 (stereo unspecified) | 3% | -2% | 11% | 1.2% | -8%
COc1cccc2cc(C(C)N(CCCN3CCOCC3)C(=S)Nc3cccc(C)c3C)oc12 (stereo unspecified) | 15% | 2% | 0% | i | 3%
CCn1c(SCC(=O)N2CCC(C)CC2)nnc1-c1ccc(S(=O)(=O)N2CCN(C)CC2)cc1 | -6% | -23% | 4% | i | -6%
COc1ccc(NC(=S)Nn2cnnc2)cc1OC | 10% | -2% | 33% | 0.3% | -4%
O=C(NC1CCCCCC1)c1c(O)c2ccccc2[nH]c1=O | 10% | 0% | 7% | 1.4% | 3%
COc1ccc(/C=N/NC(=O)c2nnn(-c3nonc3N)c2CN(C)C2CCCCC2)cc1 | 3% | 9% | -22% | i | -7%
O=C(O)c1cnn(-c2ccccc2)c1-c1ccncc1 | -7% | 0% | 7% | 1.0% | -6%
O=C(N/N=C/c1ccc(N2CCOCC2)cc1)c1ccc(NS(=O)(=O)c2cccs2)cc1 | -2% | 6% | 4% | 0.3% | -20%
COc1ccc(CNC(=O)[C@H](Cc2ccccc2)NC(=O)C2CCNCC2)cc1 | 5% | 7% | 14% | 0.4% | 3%
Brc1ccc(Oc2nsnc2N2CCOCC2)cc1 | 9% | -9% | 40% | 0.1% | -5%
Cc1ccc2c(c1)NC(=O)C(CC(=O)NCCCN1CCc3ccccc3C1)O2 (stereo unspecified) | 7% | -4% | 34% | 0.5% | -15%
O=C(NC(=S)Nc1ccccc1)c1cccs1 | -1% | 13% | 55% | i | -8%
Cc1cc(N2C(=O)C(O)=C(C(=O)c3cc4ccccc4o3)C2c2ccc(Cl)cc2)no1 (stereo unspecified) | -2% | 5% | ? | 0.4% | -2%
CC1CCCC(C)N1/N=C/c1ccc(N(C)C)cc1 (stereo unspecified) | 0% | 0% | -13% | 13% | -16%
CSc1nnc(NC(=O)c2nc(S(=O)(=O)Cc3ccc(C)cc3)ncc2Cl)s1 | -5% | 5% | ? | ? | 5%
CCN(C[C@H]1N[C@@](Cc2ccccc2)(C(=O)OC)[C@H]2C(=O)N(Cc3ccccc3)C(=O)[C@@H]12)S(=O)(=O)c1ccc(-c2ccccc2)cc1 | -16% | 3% | 5% | i | /
CCOc1ccc(NC(=O)C2CCCN(S(=O)(=O)c3c(C)n[nH]c3C)C2)cc1 (stereo unspecified) | -8% | -8% | 8% | 1.1% | -12%
CC(=O)Nc1ccc(NC(=O)CSCc2ccccc2Cl)cc1 | -4% | -1% | -4% | 0.2% | 1%
